Source: PubChem BioAssay
IL2 activator: activators of IL-2; IL-2 activation reporter assay, cell-based qHTS; stimulated with anti-CD3/CD4/CD28 beads; in transgenic mouse T cells; activation, % (series mostly up to about 46 µM); hit rate 0.065% among 360,000; AID 652025; in the data active = activation above about 50%; inconclusive = mostly about 30% to 49%; also: 0% is about no effect
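First, unstimulated transgenic mouse T cells were exposed to compound for 60 min. Next, anti-CD3/anti-CD4-coated beads with anti-CD28 were added. Finally, after 18 h at 37 degrees C, EGFP and DsRed were imaged.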
PI5P4Ka inh: inhibitors of human PI5P4K alpha; P48426; PI5P4Kalpha enzyme, ADP-Glo luminescence, 60 min; stronger effect = lower value; max response, %; hit rate 1.2% among 330,000; active = max response of -50% or lower; inconclusive = between -30% and -50%; inactive = -30% or higher; also: value at the top dose of about 77 µM; % is scaled to controls: 0 for no effect and ±100 for the full control effect
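Single end-point luminescence (ADP-Glo) quantified ADP from PI5P4Kalpha turnover; ATP 5 microM final, 1 h at RT, 0.1% CHAPS and 0.28 mM EGTA in HEPES pH 7.4.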
EPAC1 antag: antagonists of human EPAC1; EPAC1 GEF assay, Rap1b-BODIPY-GDP exchange fluorescence; Potency, µM (highest dose often 115 µM), for inactives: at the top dose activity change, negative = inhibition, actives largely listed as inhibitors; hit rate 0.14% among 360,000;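 also: potency is read from the fitted curve at half-maximal effect; plate controls were vehicle for no effect and positive control for full effect; nearly all actives have a fitted effect of over 50% in size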
Target sequence (O95398 whole entry, looked up): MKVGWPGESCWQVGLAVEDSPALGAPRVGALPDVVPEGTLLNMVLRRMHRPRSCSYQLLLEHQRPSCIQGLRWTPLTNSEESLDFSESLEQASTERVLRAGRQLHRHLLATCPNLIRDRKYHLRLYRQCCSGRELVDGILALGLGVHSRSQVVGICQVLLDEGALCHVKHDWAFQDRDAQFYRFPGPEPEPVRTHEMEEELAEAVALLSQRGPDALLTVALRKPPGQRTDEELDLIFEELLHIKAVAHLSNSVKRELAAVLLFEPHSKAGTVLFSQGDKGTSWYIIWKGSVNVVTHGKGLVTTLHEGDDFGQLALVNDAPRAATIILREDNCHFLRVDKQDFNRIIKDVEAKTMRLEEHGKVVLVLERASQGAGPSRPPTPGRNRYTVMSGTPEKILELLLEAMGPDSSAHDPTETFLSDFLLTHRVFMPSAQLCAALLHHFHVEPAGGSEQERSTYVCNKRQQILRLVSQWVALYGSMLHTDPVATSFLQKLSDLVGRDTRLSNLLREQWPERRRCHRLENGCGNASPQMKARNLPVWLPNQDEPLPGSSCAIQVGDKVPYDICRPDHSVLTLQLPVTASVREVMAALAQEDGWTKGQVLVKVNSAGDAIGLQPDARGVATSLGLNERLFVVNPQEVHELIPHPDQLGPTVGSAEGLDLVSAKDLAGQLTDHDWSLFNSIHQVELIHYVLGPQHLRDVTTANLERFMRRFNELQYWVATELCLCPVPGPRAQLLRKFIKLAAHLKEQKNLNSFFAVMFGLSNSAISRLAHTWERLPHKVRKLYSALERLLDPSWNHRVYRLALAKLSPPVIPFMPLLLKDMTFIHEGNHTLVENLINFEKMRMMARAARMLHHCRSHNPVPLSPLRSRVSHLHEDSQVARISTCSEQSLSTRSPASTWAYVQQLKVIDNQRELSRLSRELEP
PTHR1 ag: agonists of human PTHR1 parathyroid hormone receptor. hit rate 0.075% among 410,000. HEK293 GP2 PTHR1 cells, GloSensor cAMP luminescence, 1 h. Q03431. Potency, µM (titrated, usually from 115 µM), without a hit: at the highest dose activation, actives largely listed as activators. AID 743266; also: potency is read from the fitted curve at half-maximal effect; nearly all actives have a fitted effect of over 55% in size; some results filed as inactive show a strong effect at the top dose; inactives centre near -15; many of its hits are not listed in these tables
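HEK-293-derived GP2 cells expressing PTHR1 and a GloSensor cAMP reporter, 3,000/well, plated overnight, given luciferin plus IBMX (each 0.5 mM as added) for 1 h at 37 °C, then compound for 1 h at 37 °C. Luminescence was read after 15 min at room temperature.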
GLP1R cytotox: cytotoxicity in counter-screen for GLP-1R inverse agonists | HEK293 cAMP-luciferase reporter cells, luminescence, 24 h | Potency, µM (doses to about 38.3 µM), for the others: at the highest dose activity change, negative = inhibition, most hits filed as inhibitors | hit rate 0.13% among 410,000 | AID 624418;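 also: loss of luciferase light is scored as toxicity; potency is read from the fitted curve at half-maximal effect; % is scaled to controls: 0 for no effect and ±100 for the full control effect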
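To flag toxic compounds, the library was rerun on cells for 24 hr at 37 deg C and 5% CO2. Viability-linked luminescence was captured 12 min after adding luciferase detection reagent.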
PLK1 PBD inh: inhibitors of human PLK1 polo-box domain binding. hit rate 2.8% among 360,000. Plk1 PBD binding of FITC phosphopeptide, fluorescence polarization. AID 720504. P53350. Potency, µM, inactives show max response, negative = inhibition, usual class: inhibitors; also: potency is read from the fitted curve at half-maximal effect; series mostly up to about 57 µM; % is scaled to controls: 0 for no effect and ±100 for the full control effect; nearly all actives have a fitted effect of over 65% in size
GLP1R inv ag: inverse agonists of human GLP-1 receptor; P43220; HEK293 GLP-1R CRE-luciferase, luminescence, 24 h; GLP-1R form is constitutively active; Potency, µM (series often up to 38.3 µM), for the others: at the highest dose activity change, negative = inhibition, actives largely listed as inhibitors; hit rate 1.6% among 410,000; also: potency is read from the fitted curve at half-maximal effect; % is scaled to controls: 0 for no effect and ±100 for the full control effect; nearly all actives have a fitted effect of over 55% in size
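Readout was luciferase luminescence, measured 12 min after detection reagent at room temperature. Beforehand, GLP-1R reporter HEK293 cells had sat 12 h, then received compounds for 24 hr at 37 deg C.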
GLP1R ag: agonists of human GLP-1 receptor | P43220 | HEK293 GLP-1R CRE-luciferase, luminescence, 4-6 h; cells express a hypersensitive GLP-1R form | Potency, µM (top dose mostly 45.6 µM), without a hit: at the top dose activation, usual class: activators | hit rate 0.007% among 380,000; also: potency is read from the fitted curve at half-maximal effect; % of control where 0% means no effect
EPAC1 agonist: agonists of human EPAC1; O95398; EPAC1 agonist qHTS, biochemical assay; response scale: 100% = response to 6.5 mM cAMP; Potency, µM (series often up to 154 µM), without a hit: at the top dose activation, most hits filed as activators; hit rate 0.073% among 360,000; AID 720707; also: potency is read from the fitted curve at half-maximal effect; nearly all actives have a fitted effect of over 60% in size
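Multi-concentration qHTS readout: loss of Rap1B-bound BODIPY-GDP fluorescence driven by 100 nM EPAC1 with excess GDP (50 uM), monitored kinetically at room temperature; agonist response expressed relative to 6.5 mM cAMP.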
Numbers without * were called inactive; i = inactive; ? = inconclusive; . = no result given; & = joins results of further samples; [ ] = another dose, or the depositor's remark. Unless noted, calls follow the shape of the dose curve; as a rule, active = well fitted curve in the direction sought with a large enough effect; inconclusive = small, poorly fitted or top-dose-only effect, or another doubt; inactive = no such curve, though single readings can be large; an effect the other way counts as inactive or inconclusive.

Key to letters: A = IL2 activator; B = PI5P4Ka inh; C = EPAC1 antag; D = PTHR1 ag; E = GLP1R cytotox; F = PLK1 PBD inh; G = GLP1R inv ag; H = GLP1R ag; I = EPAC1 agonist
CC(C)C[C@H]1C(=O)N2CCC[C@H]2[C@]2(O)O[C@](NC(=O)C3C=C4c5cccc6[nH]c(Br)c(c56)C[C@H]4N(C)C3)(C(C)C)C(=O)N12 (stereo partly drawn)
  A = 0.9	B = 1	C = 28%	D = -23%	E = 9%	F = -7%	G = -3%	H = 3%	I = -7%
COc1ncc(-c2ccc3c(c2)S(=O)(=O)c2cccc(C(=O)O)c2C3=O)cn1
  A = 0.6	B = -2	C = -10%	D = i	E = 8%	F = -8%	G = 29%	H = 5%	I = 11%
Cc1nn(Cc2n[nH]c(=S)n2Cc2ccccc2)c(C)c1Cl
  A = -0.1	B = 8	C = -4%	D = -21%[57.5 µM]	E = 6%	F = -5%	G = -47%	H = 10%	I = 5%
Cc1ccc(S(=O)(=O)N2CCN(C(=O)CN3CCOCC3)C2)cc1
  A = 1.8	B = 7	C = -18%	D = -3%[57.5 µM]	E = 1%	F = -5%	G = 2%	H = -7%	I = 12%
Cc1ccccc1NC(=S)NCCc1ccccc1
  A = 0.1	B = 3	C = -4%	D = -14%	E = -21%	F = -2%	G = -24%	H = 15%	I = -9%
CN(CC(=O)Nc1ccc(C(N)=O)cc1)CC(=O)Nc1ccccc1Cl
  A = -0.8	B = -1	C = -9%	D = -6%	E = 75%[activator]	F = -4%	G = 8%	H = 2%	I = 4%
O=C(Cc1ccc(Br)cc1)Nc1cccc(S(=O)(=O)N2CCCCC2)c1
  A = -4.8	B = -13	C = -4%	D = -51%[inhibitor]	E = -7%	F = 4%	G = 10µM*	H = 2%	I = 5%
O=C(O)CC(CNS(=O)(=O)c1cccc2nsnc12)c1ccccc1 (stereo not drawn)
  A = -5.8	B = 1	C = 12%	D = 9%	E = 10%	F = -11%	G = 5%	H = 3%	I = 11%
Cn1cccc1-c1nc2ccccc2[nH]1
  A = 2.1	B = 2	C = 5%	D = i	E = 18%	F = 3%	G = 33%[activator]	H = 5%	I = -6%
COc1ccc2c(c1)C(SCC(=O)NCc1ccccc1)CC(C)(C)O2 (stereo not drawn)
  A = 1.5	B = -2	C = ?	D = -3%	E = 6%	F = -27%	G = ?	H = 1%	I = -25%

As entered above.
Value for `Cc1ccccc1NC(=S)NCCc1ccccc1` in IL2 activator: 0.1
Value for `COc1ncc(-c2ccc3c(c2)S(=O)(=O)c2cccc(C(=O)O)c2C3=O)cn1` in PLK1 PBD inh: -8%

Full records as entered above. Order of screens: IL2 activator, PI5P4Ka inh, EPAC1 antag, PTHR1 ag, GLP1R cytotox, PLK1 PBD inh, GLP1R inv ag, GLP1R ag, EPAC1 agonist
Shown for `COc1ccc2c(c1)C(SCC(=O)NCc1ccccc1)CC(C)(C)O2` (stereo not drawn) : 1.5, -2, ?, -3%, 6%, -27%, ?, 1%, -25%
Shown for `Cc1nn(Cc2n[nH]c(=S)n2Cc2ccccc2)c(C)c1Cl` : -0.1, 8, -4%, -21%[57.5 µM], 6%, -5%, -47%, 10%, 5%
Shown for `CC(C)C[C@H]1C(=O)N2CCC[C@H]2[C@]2(O)O[C@](NC(=O)C3C=C4c5cccc6[nH]c(Br)c(c56)C[C@H]4N(C)C3)(C(C)C)C(=O)N12` (stereo partly drawn) : 0.9, 1, 28%, -23%, 9%, -7%, -3%, 3%, -7%
Shown for `O=C(Cc1ccc(Br)cc1)Nc1cccc(S(=O)(=O)N2CCCCC2)c1` : -4.8, -13, -4%, -51%[inhibitor], -7%, 4%, 10µM*, 2%, 5%
Shown for `CN(CC(=O)Nc1ccc(C(N)=O)cc1)CC(=O)Nc1ccccc1Cl` : -0.8, -1, -9%, -6%, 75%[activator], -4%, 8%, 2%, 4%

The results go on.
Key to letters: A = IL2 activator; B = PI5P4Ka inh; C = EPAC1 antag; D = PTHR1 ag; E = GLP1R cytotox; F = PLK1 PBD inh; G = GLP1R inv ag; H = GLP1R ag; I = EPAC1 agonist
COc1ccccc1C1=CC(=O)C[C@H](c2ccc(F)cc2)C1
  A = -3.2	B = 3	C = -1%	D = -21%	E = 0%	F = -9%	G = -7%	H = 3%	I = -2%
O=C(C[C@H]1C/C=C\CC[C@@H](Cc2ccc(F)cc2)C(=O)OC[C@H]2CCCN2C1=O)N[C@H](CO)Cc1ccccc1
  A = 1.7	B = 0	C = -8%	D = -19%	E = 2%	F = -18%	G = -1%	H = 4%	I = -5%
Cc1ccc2c(c1)S/C(=C/c1ccc[n+](CCO)c1)N2C
  A = 0.7	B = 9	C = -2%	D = -4%	E = -2%	F = -4%	G = -10%	H = -2%	I = -5%
CC(C)CN(CCCNC(=O)CN1C(=O)COc2ccc(S(=O)(=O)N3CCC(C)CC3)cc21)CC(C)C
  A = -0.9	B = 2	C = 2%	D = i	E = 1%	F = -12%	G = 0%	H = 0%	I = 1%
N#C/C(=C\c1ccc[nH]1)S(=O)(=O)c1ccccc1
  A = -0.7	B = .	C = -12%	D = -24%	E = 5%	F = 3%	G = 0%	H = 20%	I = 0%
CCCCCc1c(C)nc(SCC(=O)O)[nH]c1=O
  A = 2.6	B = -14	C = -17%	D = -4%	E = 10%	F = -6%	G = -4%	H = -3%	I = -8%
COc1ccc(-c2noc(N(c3cccc(Cl)c3)c3nc(-c4ccc(OC)c(OC)c4)no3)n2)cc1OC
  A = .	B = .	C = .	D = i	E = -5%	F = .	G = 1%	H = -1%	I = .
CCn1cnc2c(NCCc3cccnc3)nc(C#N)nc21
  A = 0.2	B = .	C = -5%	D = i	E = .	F = .	G = .	H = 11%	I = -3%
CCC1(COC(=O)Nc2cccc(Cl)c2)COC1
  A = -2.4	B = -2	C = 6%	D = -4%[57.5 µM]	E = -12%	F = -9%	G = 1%	H = 0%	I = 3%
COc1ccc(C2c3[nH]c4ccccc4c3CCN2CCCn2cccn2)cc1C (stereo not drawn)
  A = -0.1	B = 0	C = 4%	D = ?	E = 17%	F = -9%	G = ?	H = 5%	I = 11%
COc1ccc(NC(=O)c2cc([N+](=O)[O-])ccc2N2CCCC2)cc1S(N)(=O)=O
  A = -2.8	B = 0	C = -8%	D = i	E = ?	F = 0%	G = 5%	H = -5%	I = 6%
Cc1ccc(F)c(S(=O)(=O)NC(=O)C2(C)CCN2C(=O)c2ccccc2)c1 (stereo not drawn)
  A = 1.5	B = -3	C = 1%	D = -24%	E = 8%	F = -6%	G = 4%	H = 0%	I = -4%
COc1ccc(CCN2CC(C(=O)N(C)CC(=O)Nc3ccc(F)c(F)c3F)CC2=O)cc1OC (stereo not drawn)
  A = 0.1	B = 2	C = 9%	D = -15%	E = -15%	F = 6%	G = -15%	H = -7%	I = -1%
COc1cc(Cl)c(S(=O)(=O)N2CCCC2)cc1Cl
  A = -2.6	B = 2	C = -22%	D = -2%	E = 2%	F = 0%	G = -26%	H = 10%	I = 5%
COc1ccc(C2C(C(=O)c3cccs3)=C(O)C(=O)N2c2cccc(C)n2)cc1 (stereo not drawn)
  A = 1.5	B = 7	C = -6%	D = -18%	E = -9%	F = 1%	G = 3%	H = -2%	I = 4%
CCOc1ccc(-n2c(SCC(=O)N3CCCC3)nc3c([nH]c4ccccc43)c2=O)cc1
  A = .	B = .	C = .	D = i	E = -7%	F = .	G = 8%	H = 13%	I = .
Oc1c(C(c2ccccc2)N2CCCCC2)ccc2ccccc12 (stereo not drawn)
  A = -1.1	B = ?	C = 2%	D = -20%	E = 4%	F = 3µM*	G = ?	H = -1%	I = 0%
CN(NC1OC(=O)c2ccccc21)c1ncc(C(F)(F)F)cc1Cl (stereo not drawn)
  A = 0.6	B = -1	C = -5%	D = i	E = 13%	F = -8%	G = 10%	H = 1%	I = 0%
COc1ccc(N2CCN(CC(O)COc3ccc(C)cc3C)CC2)cc1 (stereo not drawn)
  A = 0.1	B = 3	C = -2%	D = -13%&-12%	E = -16%&6%	F = -9%	G = ?	H = 1%	I = 3%
CC(C)CCNC(=O)NC(=O)COC(=O)/C=C/c1cnc2ccccc2n1
  A = 0.8	B = 9	C = 4%	D = i	E = ?	F = 1%	G = -36%	H = 7%	I = -12%
CC(O)(C#CCN1CCCCC1)c1ccccc1 (stereo not drawn)
  A = -2.1	B = .	C = -16%	D = i	E = -14%	F = -7%	G = 7%	H = -3%	I = -9%
CC1CC(C(F)(F)C(F)(F)F)n2nc(C(=O)O)cc2N1 (stereo not drawn)
  A = -2.2	B = -16	C = 1%	D = i	E = 16%	F = -6%	G = 0%	H = -1%	I = -9%
O=C1CCCc2cc(S(=O)(=O)N3CCC(C(=O)NCc4ccccc4)CC3)ccc2N1
  A = -3.6	B = 0	C = -3%	D = i	E = 0%	F = -22%	G = 1%	H = 10%	I = 6%
Clc1ccc(-c2nnc(SCc3nc4ccccc4[nH]3)o2)c(Cl)c1
  A = 1.1	B = 6	C = -3%	D = -9%[57.5 µM]	E = 17%	F = -8%	G = -26%	H = 15%	I = -6%
COc1ccc(C(=O)N2CCOC2CNC(=O)C(=O)NCCc2ccc(OC)c(OC)c2)cc1 (stereo not drawn)
  A = -0.8	B = -3	C = 12%	D = -11%	E = 6%	F = -2%	G = -10%	H = -4%	I = 5%
CCc1nccn1CCC(=O)N1CCCC(N2CCN(c3cccc(Cl)c3)CC2)C1 (stereo not drawn)
  A = -0.7	B = 2	C = 6%	D = -3%	E = 7%	F = 0%	G = ?	H = 6%	I = -12%
CCOC(=O)c1c(C)[nH]c(=S)c(C#N)c1-c1ccc(OC)cc1
  A = 2.0	B = .	C = -3%	D = i	E = -9%	F = -20%	G = -5%	H = -10%	I = -1%
O=C(NCc1ccccc1)c1ccc(CN(c2ccccn2)S(=O)(=O)c2ccccc2)cc1
  A = -1.9	B = 0	C = -16%	D = i	E = -4%	F = -7%	G = 3%	H = 1%	I = 5%
CCn1c(C)nc2cc(C(=O)NNC(=S)Nc3ccc(C)cc3)ccc21
  A = -1.7	B = 2	C = -8%	D = -2%	E = -1%	F = -12%	G = 24%	H = 8%	I = 4%
N=c1c2c3c(sc2nc2n1CCCCC2)CCCC3
  A = 0.9	B = 1	C = -6%	D = 22%[57.5 µM]	E = -19%	F = -13%	G = -4%	H = 3%	I = 0%

Not all compounds are listed (hit frequency here may not be typical).
